Compound activity (PubChem BioAssay)
L929 necroptosis: L929 zVAD cell death inhibition; L929 zVAD necroptosis rescue, ATP luminescence, 24 h; with zVAD 60 µM; AID 1377; viability rescue, % at 10 µM; actives 0.38% (n = 220,000);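 active means activation, scaled between plate controls, above about 75%, limit read from the data; inactive means activation under that limit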;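 further: 0% = zVAD with DMSO and 100% = DMSO alone without zVAD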
Wee1 degr inh: inhibitors of human Wee1 degradation; HeLa Luc-Wee1K328M stability, luciferase luminescence; 100% = proteasome inhibitor MG132 effect; reporter increase, % at 5 µM; actives 1.2% (n = 220,000);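 active means activation above the mean of all tested compounds plus 3 SD, set per screening run, cut at about 8.8% in these data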;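 further: cells exposed to compound for 20 h before luminescence read; 0% = DMSO alone and 100% = MG132 at 30 µM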
Target sequence (P30291 whole entry K328M): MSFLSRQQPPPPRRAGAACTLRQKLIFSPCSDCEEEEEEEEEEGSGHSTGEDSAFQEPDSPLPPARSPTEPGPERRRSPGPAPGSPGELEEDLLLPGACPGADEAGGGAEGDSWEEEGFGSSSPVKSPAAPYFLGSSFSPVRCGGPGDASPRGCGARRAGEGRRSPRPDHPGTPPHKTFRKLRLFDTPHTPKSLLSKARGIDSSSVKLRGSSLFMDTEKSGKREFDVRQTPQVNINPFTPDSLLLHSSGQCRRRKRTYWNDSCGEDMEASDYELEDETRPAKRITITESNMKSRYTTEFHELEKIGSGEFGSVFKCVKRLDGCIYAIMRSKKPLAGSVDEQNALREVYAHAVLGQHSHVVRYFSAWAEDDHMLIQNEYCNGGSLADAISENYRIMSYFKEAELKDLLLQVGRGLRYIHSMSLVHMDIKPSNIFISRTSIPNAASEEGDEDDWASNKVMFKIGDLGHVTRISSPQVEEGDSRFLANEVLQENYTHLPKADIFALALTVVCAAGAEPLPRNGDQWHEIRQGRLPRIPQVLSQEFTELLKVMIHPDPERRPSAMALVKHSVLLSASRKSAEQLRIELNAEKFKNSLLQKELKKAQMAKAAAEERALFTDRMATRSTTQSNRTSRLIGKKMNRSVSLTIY
FXIIa inh: blocks human coagulation factor XIIa protease activity; P00748; purified FXIIa, Boc-QGR-AMC fluorogenic substrate, 2 h; inhibition, % at 5 µM; actives 0.3% (n = 220,000); AID 800; in the data active means inhibition above about 40%;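 further: 0% = enzyme with no compound and 100% = blank without enzyme; many of its hits are not listed in these tables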
FXIa inh: blocks human coagulation factor XIa protease activity; P03951; purified FXIa, Boc-Glu-Ala-Arg-AMC fluorogenic substrate; inhibition, % at 5 µM; actives 0.14% (n = 220,000); AID 798;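 active means inhibition of at least 40%; inactive means inhibition below 40%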;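 further: fluorescence of freed AMC excited at 355 nm; 0% = enzyme without compound and 100% = no enzyme blank; many of its hits are not listed in these tables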
PGE2 EP2 inh: EP2 receptor (human) inhibition. P43116. inhibition, % at 25 µM. C6 glioma cells expressing human EP2, cAMP TR-FRET; cells stimulated with saturating PGE2. AID 1422. actives 0.52% (n = 260,000);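 active means percent inhibition above 40 after rounding to a whole number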;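 further: rat C6 glioma host cells with rolipram phosphodiesterase inhibitor present; the protocol text gives 20 µM as final concentration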
Target sequence (P43116 whole entry, looked up): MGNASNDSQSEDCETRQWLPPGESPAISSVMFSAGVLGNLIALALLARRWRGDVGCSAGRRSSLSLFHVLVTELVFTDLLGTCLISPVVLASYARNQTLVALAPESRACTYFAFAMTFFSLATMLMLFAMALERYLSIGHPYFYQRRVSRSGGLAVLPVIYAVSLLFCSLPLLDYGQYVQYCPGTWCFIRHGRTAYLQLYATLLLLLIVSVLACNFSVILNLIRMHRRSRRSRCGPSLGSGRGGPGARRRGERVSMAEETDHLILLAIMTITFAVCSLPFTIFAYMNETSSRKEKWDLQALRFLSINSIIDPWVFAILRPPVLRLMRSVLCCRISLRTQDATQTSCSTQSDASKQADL
TbHK1 inh: T. brucei hexokinase 1 inhibition | recombinant TbHK1, G6PDH-coupled NADH A340 | inhibition, % at 10 µM | actives 0.11% (n = 220,000);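 active means inhibition of 50% or more in the single-dose primary screen; inactive means inhibition below 50%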
TNF necrop inh: inhibitors of TNF-alpha induced necroptosis in Jurkat FADD-/- cells | actives 0.068% (n = 220,000) | Jurkat FADD-/- TNF necroptosis rescue, ATP luminescence, 24 h; 0 = TNF only, 100 = no-TNF cells | AID 463075 | activation (protection from cell death), % at 10 µM;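 active means activation, meaning protection from cell death, of at least 50% relative to plate controls; inactive means activation below 50%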;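 further: necroptosis triggered by 40 ng/mL TNF-alpha added together with compound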
PPC-1+TRAIL kill: kills PPC-1 cancer cells in the presence of TRAIL | cell killing (% activity), % at 4 µM | AID 1443 | actives 0.41% (n = 220,000) | PPC-1 cells + TRAIL, ATPLite viability luminescence;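 active means cell killing above 50% in the first pass at 4 µM, then a duplicate retest at 5 µM averaging 50% or more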;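 further: plate controls were cells with TRAIL plus DMSO for no effect and medium-only wells lacking cells for full effect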
CHOP inhibitor: inhibitors of CHOP induction in ER stress response. CHO-K1 CHOP-promoter luciferase, tunicamycin-induced, 15-18 h. inhibition, % at 10 µM. actives 3.8% (n = 220,000);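 active means compounds that reduced the stress-induced luciferase reporter signal by more than about 70% of percent inhibition, limit read from the data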;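 further: 0% = tunicamycin plus vehicle and 100% = wells without tunicamycin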
An asterisk follows results filed as active; · = no result given; & = joins results of further samples; [ ] = dose if it differs, or a comment.

SMILES	L929 necroptosis	Wee1 degr inh	FXIIa inh	FXIa inh	PGE2 EP2 inh	TbHK1 inh	TNF necrop inh	PPC-1+TRAIL kill	CHOP inhibitor
O=C1CCC/C(=N\NC(=O)COc2ccc(Cl)cc2)C1	1.2	1	6	-4	18	-8	-0.3	20	-4
COc1ccc(C(CCNC(C)c2ccccc2)c2ccc(F)cc2)cc1 (stereo not given)	19	0	1	2	13	6	1.7	21	15
COc1cc2c(cc1OC)CN(C(=S)Nc1cccc(Cl)c1C)CC2	1.0	0	13	5	12	-7	0.5	-2	19
O=C(NCCSc1ccc(Br)cc1)c1ccccc1	5.0	-2	4	-6	7	-1	-0.9	-2	19
O=C(/C=C/c1cccs1)c1cc(Cl)ccc1OC(=O)N1CCOCC1	-0.8	-1	0	-2	13	-24	-13	-4	20
O=C(NC1CCCc2ccccc21)c1cn2ccccc2n1 (stereo not given)	-0.4	-3	9	-8	12	-4	1.8	-1	-4
COCCNC(=O)CSc1ccccc1C(=O)O	1.9	1	7	0	3	-5	0.0	16	4
COc1cccc(C(=O)Nc2cc(C)on2)c1OC	0.2	-2	-3	-4	7	-1	1.7	14	-15
CCOC(=O)CNC(=O)C(Cc1ccccc1)NS(=O)(=O)c1cccs1 (stereo not given)	0.4	0	-13	-6	4	-8	0.2	7	21
COc1ccc(Br)cc1CNC(=O)C1CCCN(S(C)(=O)=O)C1 (stereo not given)	0.4	-3	12	1	4	6	-2.1	12	13
O=c1c2ccccc2[nH]c(=S)n1C1CCCCC1	1.8	-2	4	-1	15	6	0.3	9	40
COCCn1c(SCC#N)nnc1-c1ccc(OC)cc1	-1.0	1	9	1	123*	-3	-1.8	2	-3
Cc1cccc(C(=O)NCCc2nnc(SCC(=O)Nc3nc(C)cs3)n2C)c1	-0.8	0	-3	-7	1	-7	0.5	-13	5
Clc1ccc(-c2nc(-c3ccccn3)no2)cc1Cl	0.3	3	17	25	32	0	-5.2	66*[5 µM]	41
O=C(COc1ccccc1)N1CCN(c2ccccc2)CC1	0.7	3	10	5	8	-2	1.8	-6	2
S=C(c1cn(CCOc2ccccc2)c2ccccc12)N1CCCC1	-0.2	0	13	1	11	-2	-8.9	-7	-7
O=Nc1ccc(O)c2ncccc12	3.9	5	7	1	16	-11	-21	11	106*
CC1(C)CN=C(N(Cc2ccccc2)C(=O)Nc2ccccc2)S1	·	0	7	3	12	-1	6.7	23	-7
Cc1ccc(C(=O)N/N=C\c2ccc[nH]2)cc1[N+](=O)[O-]	0.2	-1	13	0	16	-19	-24	24	-1
O=C(Nc1cccc(C(F)(F)F)c1)C1CCN(S(=O)(=O)c2cnc[nH]2)CC1	1.2	1	1	-3	13	0	2.5	19	28
OCCNCCCCSc1ccc(Cl)cc1	2.3	-3	6	-1	7	-11	2.2	0	22
CN(c1ccccc1)S(=O)(=O)c1cccc(NC(=O)c2cc(=O)c3ccccc3o2)c1	-0.6	1	0	-8	20	-3	-3.4	17	31
COc1ccc(C2C(C#N)=C(N)N(c3sc4c(c3C#N)CCCC4)C3=C2C(=O)CC(C)(C)C3)cc1 (stereo not given)	1.1	-3	18	3	13	-14	-4.7	31	-3
Cc1c(Br)c([N+](=O)[O-])nn1C(C)C(=O)NCc1cccs1 (stereo not given)	0.2	-2	24	4	8	-2	17	-13	-3
CCCc1nnc(NC(=O)CSc2nc3ccccc3[nH]2)s1	6.6	0	10	-1	5	-6	-0.5	-8	7

Looked up by compound from the list above (2):
SMILES	L929 necroptosis	Wee1 degr inh	FXIIa inh	FXIa inh	PGE2 EP2 inh	TbHK1 inh	TNF necrop inh	PPC-1+TRAIL kill	CHOP inhibitor
O=C1CCC/C(=N\NC(=O)COc2ccc(Cl)cc2)C1	1.2	1	6	-4	18	-8	-0.3	20	-4
CC1(C)CN=C(N(Cc2ccccc2)C(=O)Nc2ccccc2)S1	·	0	7	3	12	-1	6.7	23	-7

Part of the list above, limited to CHOP inhibitor, PPC-1+TRAIL kill and FXIa inh:
smiles,CHOP inhibitor,PPC-1+TRAIL kill,FXIa inh
O=C(NC1CCCc2ccccc21)c1cn2ccccc2n1 (stereo not given),-4,-1,-8
COCCNC(=O)CSc1ccccc1C(=O)O,4,16,0
COc1cccc(C(=O)Nc2cc(C)on2)c1OC,-15,14,-4
CCOC(=O)CNC(=O)C(Cc1ccccc1)NS(=O)(=O)c1cccs1 (stereo not given),21,7,-6

The listing picks up; the three compounds before the break are reprinted first.
SMILES	L929 necroptosis	Wee1 degr inh	FXIIa inh	FXIa inh	PGE2 EP2 inh	TbHK1 inh	TNF necrop inh	PPC-1+TRAIL kill	CHOP inhibitor
COc1ccc(C2C(C#N)=C(N)N(c3sc4c(c3C#N)CCCC4)C3=C2C(=O)CC(C)(C)C3)cc1 (stereo not given)	1.1	-3	18	3	13	-14	-4.7	31	-3
Cc1c(Br)c([N+](=O)[O-])nn1C(C)C(=O)NCc1cccs1 (stereo not given)	0.2	-2	24	4	8	-2	17	-13	-3
CCCc1nnc(NC(=O)CSc2nc3ccccc3[nH]2)s1	6.6	0	10	-1	5	-6	-0.5	-8	7
O=C(CCN1CCN(c2ccccc2F)CC1)Nc1ccccc1F	1.9	1	-1	-6	8	-6	1.2	16	-14
Cc1cc(C)cc(Nc2c(F)c(F)c(F)c(F)c2C(=O)O)c1	3.9	-2	-3	0	4	-4	1.0	9	-16
CC(C)(C)C(=O)Nc1cc(S(=O)(=O)N2CCCCC2)ccc1N1CCCCC1	-3.2	-3	23	30	6	10	-0.2	30	18
O=C(NCCN1CCOCC1)c1ccc(F)cc1	-0.3	-2	6	-4	14	6	-0.3	6	27
N#CCCN1CCN(S(=O)(=O)c2ccc(S(=O)(=O)N3CCCCCC3)cc2)CC1	-1.3	-2	13	6	6	1	0.9	9	20
Cn1c(=O)c2c(nc(NCc3ccc4c(c3)OCO4)n2Cc2ccccc2F)n(C)c1=O	-0.2	-3	7	3	16	12	-2.0	3	57
CCOC(=O)Cc1csc(NC(=O)CSc2nc3cccnc3n2CC)n1	-0.1	-2	-4	-7	6	3	-2.6	1	18
COc1cccc(-c2nc(OC(C)C)c3ccccc3n2)c1	0.2	-3	2	-8	5	1	-0.8	3	16
CCc1nc(OCCN(CC)CC)c2oc3ccccc3c2n1	0.3	-2	6	-3	15	4	0.9	24	41
CC(Oc1ccccc1)C(=O)Nc1cccc([N+](=O)[O-])c1 (stereo not given)	0.4	-1	3	-3	3	-2	0.1	18	16
CCOCCCNCc1cccc(OC)c1	1.2	2	20	5	5	1	0.9	-4	-3
O=S(=O)(Nc1ccc(Cc2ccncc2)cc1)c1ccc(Br)cc1	-0.2	-1	6	-2	·	-1	-3.8	24	11
CCn1nc(C)c(/C=N/NC(=O)Cc2ccc(Cl)cc2)c1C	2.2	4	-7	-5	4	-3	2.8	12	14
Cc1ccc(CC(=O)Nc2cccc(C)n2)cc1	-1.4	0	-4	-2	7	-2	-0.8	-4	-33
C/C(=N\Nc1nc2ccccc2[nH]1)c1ccc([N+](=O)[O-])cc1	-1.4	-1	10	2	7	-12	-6.3	20	102*
Cc1nn(C)cc1CNC(=O)Nc1ccc(Br)cc1Cl	0.1	6	-2	-1	1	3	-0.3	-15	39
O=C(CSc1ccc2nnc(-c3ccc(F)cc3)n2n1)N1CCCc2ccccc21	-1.4	3	-7	2	16	-4	-1.3	-14	40
COc1cc(SC)ccc1C(=O)NCCc1ccccc1	4.2	5	5	3	6	0	4.9	11	3
C[C@@H]1CC[C@H](O)/C=C/C(=O)O[C@H](C)CC[C@H](O)/C=C/C(=O)O1	0.1	·	11	3	13	-10	-3.9	-9	45
Cc1cccc2sc(NC(=O)c3ccc(OCC4CCCO4)cc3)nc12 (stereo not given)	1.4	5	10	-1	13	-3	-0.3	27	24
CC(C)CCNC(=O)c1cc(S(=O)(=O)N2CCCCC2)ccc1N1CCOCC1	0.1	3	7	1	1	-10	2.0	0	6
Cc1nnc(SCCn2c(N3CCCCC3)nc3c2c(=O)[nH]c(=O)n3C)s1	·	-1	15	10	9	-3	-0.4	10	-13
Cc1[nH]c2ccccc2c1CCN(Cc1cccs1)C(=S)Nc1ccccc1	-1.0	-3	0	-4	8	-4	-1.4	9	69
Cc1cc(C(C)(C)C)cc(C)c1N	-0.3	2	7	9	5	2	0.0	20	-5
CC(=O)C1=C(O)C(=O)N(Cc2cccnc2)C1c1ccccc1Cl (stereo not given)	0.6	1	-3	3	10	-27	-0.3	3	18

Other records follow:
SMILES	L929 necroptosis	Wee1 degr inh	FXIIa inh	FXIa inh	PGE2 EP2 inh	TbHK1 inh	TNF necrop inh	PPC-1+TRAIL kill	CHOP inhibitor
COc1ccccc1N(CC(=O)N(CC(C)C)CC(C)C)S(=O)(=O)c1cccs1	-0.4	0	3	-3	8	0	1.5	-15	4
CC(C)(C)NC(=S)NC(C)(C)C	-0.3	-2	3	-1	3	-7	4.6	5	34
CN1CCN(Cc2cccc(Oc3ccc(Cl)cc3)c2)CC1	0.0	10*	3	-13	8	3	0.2	8	10
COc1cc(OC)c(CN2CCN(c3ccc(F)cc3)CC2)cc1Br	1.0	-3	0	-4	5	0	6.5	0	29
COc1ccc(CNS(=O)(=O)c2ccc(F)c(C(=O)Nc3ccccc3OC)c2)cc1	1.8	-1	1	-3	5	2	0.8	16	-18
Cc1ccc(-n2nnnc2-c2cnn(-c3cccc(F)c3)c2C(F)(F)F)cc1	-1.0	0	18	9	6	6	-1.8	9	44
NC(=O)CSc1nnc(-c2ccco2)n1N	0.7	-2	22	0	5	-7	1.0	-22	10
O=C1CCN(CCc2ccccc2)CCN1[C@H](CSc1ccc(Br)cc1)Cc1ccccc1	0.9	·	7	0	11	8	2.2	24	13
Cc1cccc(C)c1NC(=O)NC1(C(=O)N2CCOCC2)CCCCC1	2.7	0	6	-7	7	7	-0.4	4	6
N#CC1=C(N)SC(N)=C(C#N)C1c1ccc([N+](=O)[O-])cc1	0.6	10*	24	27	8	-7	0.0	30	-26
CCOc1ccc(C(=O)Nn2cnnc2)cc1	1.4	0	12	2	4	2	1.5	18	-21
Cc1nn(Cc2ccc(Cl)cc2Cl)c(C)c1NC(=O)c1ccc(COc2cc(Cl)ccc2Cl)o1	0.5	-1	7	-2	9	0	-0.5	7	43
Cc1cccc(NC(=S)N2CCC(N(C)CC3CCCO3)CC2)c1 (stereo not given)	-2.2	1	13	3	14	4	0.8	-3	3
COc1cccc2cc(C(=O)N3CCN(c4ccccc4F)CC3)c(=O)oc12	0.3	2	1	-7	8&9	-16	-0.8	17	4
CCCn1c(SCc2nc(N)nc(N3CCCCC3)n2)nc2c1c(=O)n(C)c(=O)n2C	0.2	0	6	-4	9	-3	0.4	19	0
Cc1ccc(-c2csc(Cc3nc(-c4cc5ccccc5oc4=O)cs3)n2)cc1	0.5	1	11	7	21	-11	-17	9	30
CC1CCN(CC(=O)NCc2ccccc2)CC1	-0.2	-1	12	1	8	-1	-1.3	22	21

Not all compounds are listed. The share of hits here may be higher or lower than overall.
